Screening data: PubChem, National Center for Advancing Translational Sciences (NCATS)
RXFP1 agonist: RXFP1 (human) receptor agonism. HEK293T-RXFP1 cAMP TR-FRET, 30 min; response scale: percent of porcine relaxin response, buffer zero. Potency, µM (doses to about 57.5 µM), inactives show at the top dose activation, most hits filed as activators. AID 2676. Q9HBX9. actives 0.3% (n = 370,000); active means well fitted activation curve with a large enough effect; further: potency means the concentration at half of the fitted maximal effect; on the % scale 0 is the no-effect control and ±100 the full control effect; nearly all actives have a fitted effect of over 60% in size; many of its hits are not listed in these tables
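cAMP rise read by TR-FRET after 30 min, 37C compound exposure (up to 58 uM) in RXFP1-transfected HEK293 cells with Ro 20174 present. EC50 from Hill-equation fits, with 29 nM porcine relaxin as 100% and buffer as basal.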
D1 antagonist: antagonists of human D1 dopamine receptor | P21728 | HEK293 TREx D1 cells, calcium flux, dopamine EC80; stronger effect = lower value | activity change, negative = inhibition, % at 10 µM | actives 3.2% (n = 360,000) | AID 504652; in the data active means activity change below about -30%; further: on the % scale 0 is the no-effect control and ±100 the full control effect
Target sequence (P21728 whole entry, looked up): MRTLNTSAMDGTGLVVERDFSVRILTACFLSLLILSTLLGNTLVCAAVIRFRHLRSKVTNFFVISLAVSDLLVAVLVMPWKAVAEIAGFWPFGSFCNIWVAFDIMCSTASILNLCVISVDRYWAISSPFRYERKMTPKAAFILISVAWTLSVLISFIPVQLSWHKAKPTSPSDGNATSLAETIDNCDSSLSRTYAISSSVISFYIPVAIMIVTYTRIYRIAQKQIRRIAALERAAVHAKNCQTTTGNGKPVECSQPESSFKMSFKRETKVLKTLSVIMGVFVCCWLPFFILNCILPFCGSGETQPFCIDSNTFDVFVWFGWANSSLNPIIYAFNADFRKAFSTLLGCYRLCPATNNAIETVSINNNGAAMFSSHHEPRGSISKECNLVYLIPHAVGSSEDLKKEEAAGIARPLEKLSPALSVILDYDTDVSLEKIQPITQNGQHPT
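Using tetracycline-induced force-coupled D1 Hek293 cells and a calcium dye, signals were followed for 180 s after compound, then for 180 s after EC80 dopamine, to detect inhibitors.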
D2 agonist: D2 dopamine receptor (human) agonism; HEK293 T-REx D2 cells, calcium flux agonist mode; activation, % at 2 µM; actives 0.53% (n = 340,000); AID 485358;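 active means activation over 3 SD above normal in the single-dose calcium agonist read, cut at about 30% in these data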; further: 0% is about no effect
Target sequence (P14416 whole entry, looked up): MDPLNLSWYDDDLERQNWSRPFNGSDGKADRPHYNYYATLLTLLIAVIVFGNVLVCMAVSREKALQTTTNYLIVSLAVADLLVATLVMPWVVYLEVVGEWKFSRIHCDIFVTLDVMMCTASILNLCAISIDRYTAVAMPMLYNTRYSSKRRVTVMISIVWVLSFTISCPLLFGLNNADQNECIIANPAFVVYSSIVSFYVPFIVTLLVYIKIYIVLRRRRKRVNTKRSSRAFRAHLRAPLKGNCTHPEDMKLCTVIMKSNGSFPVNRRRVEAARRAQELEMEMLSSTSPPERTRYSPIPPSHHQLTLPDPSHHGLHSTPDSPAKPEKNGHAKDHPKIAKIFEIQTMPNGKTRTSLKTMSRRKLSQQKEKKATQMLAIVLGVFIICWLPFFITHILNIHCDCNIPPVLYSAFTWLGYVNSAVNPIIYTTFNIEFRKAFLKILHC
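In this primary screen, compounds producing a positive calcium signal within 180 s of addition to tetracycline-induced, force-coupled HEK293 Trex D2 cells are flagged; cells are dye-loaded with a no-wash calcium kit beforehand.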
D1 agonist: human D1 receptor agonism; activation, % at 2 µM; AID 504660; HEK293 T-REx D1 cells, calcium flux, agonist mode; actives 1% (n = 360,000); in the data active means activation above about 30%; further: 0% is about no effect
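Agonism was scored from calcium flux recorded over 180 s (1 read/s) after pintool compound addition, following a 10-cycle baseline. Cells were inducible force-coupled HEK293 TREx D1, plated overnight at 30 C and loaded with no-wash calcium dye.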
RXFP1 antag: antagonists of human relaxin receptor RXFP1; HEK293-RXFP1, relaxin-stimulated cAMP HTRF, 30 min; stronger effect = lower value; Q9HBX9; actives 0.59% (n = 350,000); activity change, negative = inhibition, % at 57.5 µM;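 active means activity change of -60% or lower, but not beyond a set lower limit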; further: on the % scale 0 is the no-effect control and ±100 the full control effect
D2 antag: antagonizes the human D2 dopamine receptor | P14416 | HEK293 TREx D2 cells, calcium flux, dopamine EC80 | inhibition, % at 10 µM | actives 2% (n = 340,000) | AID 485344; in the data active means inhibition above about 30%; further: 0% is about no effect
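Antagonism is scored as inhibition of an EC80 dopamine-evoked calcium signal in a force-coupled, tetracycline-inducible HEK293 T-REx D2 line, with compound present 180 s before agonist.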
TRHR PAM: TRH receptor (human) allosteric enhancement | enhancement, % at 2 µM | AID 493056 | actives 0.66% (n = 360,000) | TRHR cells, fluo-8 calcium fluorescence, EC20 TRH enhancement | P34981; in the data active means enhancement above about 30%; further: 0% is about no effect
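Enhancer read-out: after compound pinning and an initial kinetic agonist-mode read, an EC20 of TRH (10 nM final) was injected and fluo-8 calcium signal (Ex 480/Em 530) followed at 1 s/cycle for 100 cycles in TRHR-expressing cells.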
D1 PAM: enhances dopamine response at the human D1 receptor. P21728. HEK293 TREx D1 cells, calcium flux, dopamine EC20 potentiation. potentiation, % at 10 µM. actives 0.036% (n = 360,000). AID 504651; in the data active means potentiation above about 30%; further: 0% is about no effect
D2 potentiator: D2 dopamine receptor (human) potentiation; actives 0.34% (n = 340,000); HEK293 T-REx D2, calcium flux, EC20 dopamine potentiation; AID 485347; potentiation, % at 10 µM;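 active means potentiation over 3 SD above the plate norm, cut at about 30% in these data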; further: 0% is about no effect
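Cells plated with tetracycline inducer and held overnight at 30 C; calcium dye loaded 30–90 min at room temperature; baseline taken, compound added and read 180 s; EC20 dopamine then added and read 180 s.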
* hit, by the source's call; . = not tested or not shown.

SMILES	RXFP1 agonist	D1 antagonist	D2 agonist	D1 agonist	RXFP1 antag	D2 antag	TRHR PAM	D1 PAM	D2 potentiator
COc1ccc(-c2c(C(F)(F)F)nn(C)c2NC(=O)c2ccco2)cc1	-0.4%	6	0.5	3	-6	14	1	3	21
CCN(CC)S(=O)(=O)c1cc(OC)ccc1N=Nc1ccc(O)c2ncccc12	9.0%	-1	0.0	2	18	20	-2	2	0
COc1ccc(N(C(=O)Cn2nnc(-c3ccc(F)cc3)n2)C(C)C(=O)NC2CCCC2)cc1 (configuration not stated)	-0.5%	-7	0.8	1	4	13	16	8	-8
CCOC(=O)COc1c(Cl)cc(C2NC(=S)NC(c3ccccc3)=C2C(C)=O)cc1OC (configuration not stated)	0.9%	-2	.	6	7	.	8	0	.
Cc1cc(C)n(CC2CC(=O)N(c3ccc(Cl)c(Cl)c3)C2=O)n1 (configuration not stated)	0.3%	-1	-1.4	7	8	12	-3	-11	.
COc1ccc(C2COC(=O)C2=N)c(NC(=O)c2ccc(Cl)cc2)c1 (configuration not stated)	2.5%	-12	-1.0	0	-9	-21	-4	-6	-7
O=S(=O)(c1ccc(-n2cnnn2)cc1)N1CCNCC1	1.0%	-1	1.5	1	5	-8	2	-1	5
COc1ccc(C(=O)NCC(c2ccc3c(c2)OCO3)N2CCN(C)CC2)cc1OC (configuration not stated)	-1.3%	-4	-1.9	3	-4	.	1	-5	-6
CCc1ccc(S(=O)(=O)c2nnn3c2nc(N2CCC(C(N)=O)CC2)c2cc(Cl)ccc23)cc1	9.8%	10	-0.3	0	-1	.	8	2	13
CC(=O)CCc1c(C)nc2ccc(C(=O)O)cc2c1Cl	-2.1%	-1	-0.1	4	2	0	-2	6	-8
CC(C)C(=O)NC(c1ccco1)c1c(O)ccc2ccccc12 (configuration not stated)	0.1%	9	-0.6	13	11	-3	-1	-2	-5
O=C1c2ccccc2C(=O)N1CCCOc1ccccc1	1.7%	-5	0.2	4	-9	-3	1	-3	8
CCOc1ccc(-c2nonc2NC(=O)c2oc3cc(C)ccc3c2C)cc1OCC	-1.1%	-8	-1.3	1	1	.	6	-1	14
Cc1c(OCC(=O)NCCCn2ccnc2)ccc2c3c(c(=O)oc12)CCC3	4.5%	13	0.4	3	2	-8	9	3	4
O=C(CSc1nnc(NC(=O)c2ccc(F)cc2)s1)NC1CCCC1	1.3%	-9	-1.1	2	-7	-12	2	-5	0
O=C(c1ccncc1)N1N=C(c2ccc(Br)cc2)CC1c1ccccc1O (configuration not stated)	-2.6%	-26	0.7	0	-32	6	4	-7	2
Cc1cccc(C)c1NC(=O)CNC(=O)c1ccccc1	-2.8%	-31*	0.8	11	-4	-10	-4	.	-3
O=C(Nc1ccc2c(c1)OCO2)c1ccccc1	-2.8%	-4	-2.1	4	-11	-1	1	-7	-3
O=C(O)/C=C/c1cnc[nH]1	1.0%	11	-2.3	1	.	20	-8	-2	7
CCN(Cc1cc(=O)n2cc(Cl)c(C)c(Cl)c2n1)Cc1nc2ccccc2c(=O)[nH]1	11%	-3	0.7	-1	-6	-13	26	2	-1
COc1ccc(NC(=O)CN(C)C(=O)CCc2c[nH]c3ccccc23)cc1	3.6%	-9	-0.9	2	2	10	2	0	18
COc1ccc(Nc2cc3n(c(=O)n2)CCc2cc(OC)c(OC)cc2-3)cc1	2.1%	-3	0.5	-1	0	-8	4	-7	6
O=C(Nc1nc(-c2ccccc2)cs1)c1cccs1	1.4%	-21	-0.4	5	-18	-8	3	-10	-1
CCOC(=O)C1(c2csc(N)n2)COC(=O)C1 (configuration not stated)	1.0%	-9	1.0	0	-2	44*	-1	0	2
COCC(=O)Nc1ccc2c(c1)OCC(=O)N2Cc1ccc(C)cc1	2.8%	-20	0.6	7	-2	2	7	-4	6
NS(=O)(=O)c1ccc(NC(=O)COC(=O)/C(=C/c2cccs2)c2cccs2)cc1	0.8%	-19	0.2	5	-10	-5	-8	-2	-10
O=C(c1ccco1)N1CCN(C(c2ccccc2F)c2nnnn2Cc2cccs2)CC1 (configuration not stated)	-2.9%	-1	-0.2	-2	0	-7	-2	-2	5
CCOc1ccc(Br)cc1S(=O)(=O)Nc1ccc(C(=O)Nc2ccc(C)cc2)cc1	2.5%	28	0.0	10	-4	-3	5	2	-2
CC(=O)Nc1cccc(/C(C)=N/NC(=S)NC(C)C)c1	1.5%	2	2.1	3	-11	13	2	1	-1
Cc1occc1-c1nnc(SCC(=O)NCc2cccs2)n1CC1CCCO1 (configuration not stated)	0.7%	3	-0.2	2	-7	7	4	1	9

Three structures from above, ordered by formula weight, falling.
SMILES	RXFP1 agonist	D1 antagonist	D2 agonist	D1 agonist	RXFP1 antag	D2 antag	TRHR PAM	D1 PAM	D2 potentiator
CC(=O)Nc1cccc(/C(C)=N/NC(=S)NC(C)C)c1	1.5%	2	2.1	3	-11	13	2	1	-1
O=C(Nc1nc(-c2ccccc2)cs1)c1cccs1	1.4%	-21	-0.4	5	-18	-8	3	-10	-1
O=C(O)/C=C/c1cnc[nH]1	1.0%	11	-2.3	1	.	20	-8	-2	7

A different layout for some results above:
CCOc1ccc(Br)cc1S(=O)(=O)Nc1ccc(C(=O)Nc2ccc(C)cc2)cc1
  RXFP1 agonist: 2.5% | D1 antagonist: 28 | D2 agonist: 0.0 | D1 agonist: 10 | RXFP1 antag: -4 | D2 antag: -3 | TRHR PAM: 5 | D1 PAM: 2 | D2 potentiator: -2

CC(=O)Nc1cccc(/C(C)=N/NC(=S)NC(C)C)c1
  RXFP1 agonist: 1.5% | D1 antagonist: 2 | D2 agonist: 2.1 | D1 agonist: 3 | RXFP1 antag: -11 | D2 antag: 13 | TRHR PAM: 2 | D1 PAM: 1 | D2 potentiator: -1

(list continues)
SMILES	RXFP1 agonist	D1 antagonist	D2 agonist	D1 agonist	RXFP1 antag	D2 antag	TRHR PAM	D1 PAM	D2 potentiator
COc1cccc(/C=N/n2cnc3ccccc32)c1OC	0.9%	-9	0.4	1	4	0	-5	5	2
O=C(NCC(=O)N(c1cccnc1)C(C(=O)NC1CCCC1)c1ccccc1)c1ccco1 (configuration not stated)	0.3%	-12	0.2	1	-17	-6	-3	0	.
CC1Cc2ccccc2N1C(=O)CN(C)CC(=O)Nc1ccc(OC(F)(F)F)cc1 (configuration not stated)	1.9%	-6	0.5	0	-4	5	4	-5	2
CC(C)(CC(=O)O)CC(=O)Nc1cc(C(F)(F)F)cc(C(F)(F)F)c1	4.1%	-11	0.7	2	-8	15	0	-2	-1
N/C(=N\OC(=O)CCn1cccc(C(F)(F)F)c1=O)c1ccc(OC(F)(F)F)cc1	-2.8%	-1	0.5	0	13	-16	5	-1	-6
O=C(NCCN1CCN(c2cccc(Cl)c2)CC1)C1COc2ccccc2C1 (configuration not stated)	-3.4%	-86*	.	8	-10	.	23	-5	.
COCCNC(=O)c1nc2ccccc2s1	0.9%	-1	0.9	6	3	4	-1	-2	-2
COCc1cc(=O)[nH]c(-c2csc(C)n2)n1	0.5%	8	0.4	0	5	0	2	4	1
Cc1cc(Nc2ccc(Br)cc2F)n2nc(C)nc2n1	0.2%	-9	0.0	4	-16	-2	4	4	-7
CCN(CC)c1nc2c(s1)C(=O)NCCC2	0.0%	3	1.3	2	-15	1	51*	0	-10
COc1cc(NC(=O)c2cccc(Cl)c2)c(OC)cc1NC(=O)CN1CCCCC1	-0.8%	-4	.	0	-24	.	-4	1	-2
CCn1nc(C)c(/C=N/NC(=O)Cn2nnc(N)n2)c1C	4.5%	3	.	2	-1	.	2	-3	.
Cc1ccccc1SCC(=O)N1CCN(c2ccc(C(F)(F)F)cn2)CC1	-0.5%	-10	3.6	13	-7	-9	-3	-3	4
CCOc1ccc(OCCC(=O)OCC(=O)c2c(N)n(C)c(=O)n(C)c2=O)cc1	4.5%	-25	-0.2	0	0	-14	6	-5	-16
O=c1c(-c2ccc3c(c2)OCCO3)coc2cc(OC3OC(CO)C(O)C(O)C3O)ccc12 (configuration not stated)	-1.6%	15	1.7	0	-6	-4	5	-2	8
OCC[C@@H]1C[C@@H](O)[C@H](O)[C@@]2(Cc3ccccc3O2)O1	-0.8%	-15	0.1	0	.	-7	0	13	-30
O=C(NCc1ccco1)c1ccc2nc3sc4c(c3c(=O)n2c1)CCCC4	20%	-2	-3.2	1	.	-13	-5	3	2
COCCNC(=S)N=Nc1c(O)[nH]c2ccc([N+](=O)[O-])cc12	0.4%	-2	-0.5	-1	-8	-30	-2	-2	0
COc1cc(C(=S)N2CCOCC2)ccc1OC(=O)c1ccc([N+](=O)[O-])cc1[N+](=O)[O-]	-0.8%	-22	0.5	5	3	5	-9	-1	-2
Cc1coc2c(C)c3oc(=O)c4c(c3cc12)CCCC4	-0.3%	-11	-0.3	2	14	-33	11	-10	0
CSc1ccc(CN(C)CC(=O)Nc2ccccc2Br)cc1	4.1%	-41*	-0.6	3	9	7	-1	1	-4
CC(C)OC(=O)c1cccnc1SCC(=O)Nc1ccc(C(F)(F)F)cc1Cl	1.8%	3	0.2	11	-5	.	-5	4	-10
CN(C)c1ccc(S(=O)(=O)NCC(=O)NCCC2=CCCCC2)cc1[N+](=O)[O-]	1.7%	7	-0.2	4	2	31*	2	.	-9
Cc1cc(C)cc(NC(=O)CCc2ccc(C)o2)c1	-0.3%	-4	-0.4	0	7	15	6	2	-14
COC(=O)c1cc(S(=O)(=O)N2CCOCC2)ccc1Sc1ccccc1N	-0.5%	-6	-1.8	4	1	1	20	-4	6
CCCCc1nn2c(=O)cc(COC(=O)c3cccc(NC(=O)c4cccc(C)c4)c3)nc2s1	-1.7%	-15	1.0	1	-15	.	5	1	2
O=C(Nc1cccc(OC(=O)c2ccco2)c1)c1ccco1	0.6%	-12	-0.1	1	-32	-2	-2	-2	-7
O=C(CSc1nnc(Cc2ccccc2)o1)N1CCCC1	3.6%	6	-0.6	3	4	7	2	-4	3
NC(=O)CC[C@H](NC(=O)c1ccc(F)cc1)C(=O)OCC(=O)Nc1c(F)c(F)c(F)c(F)c1F	-0.3%	-7	-0.1	4	.	-21	0	-3	2
C=CCn1c(SCC(=O)Nc2cc(NC(C)=O)ccc2OC)nnc1-c1cccnc1	0.1%	-12	-2.4	3	-2	-3	11	-5	12
CC(C)CCNc1nc(N)c([N+](=O)[O-])c(N2CCCCCC2)n1	-0.8%	8	2.6	11	-35	-10	-2	0	14
CN(C)c1ccc(/C=C(\C#N)c2ccccn2)cc1	-1.1%	1	-2.0	8	-8	-9	-1	3	12
Cc1[nH]c2ccccc2c1/C=C/c1nc2ccccc2c(=O)n1-c1ccc([N+](=O)[O-])cc1	1.0%	4	-0.3	1	-7	4	-6	-4	-16
COc1ccccc1Cc1nc2ccccc2nc1SCC(=O)N1CCC(C)CC1	26%	8	0.1	1	.	.	-4	3	8
O=C(O)c1cccc(-n2cc(-c3cccc(C(F)(F)F)c3)cn2)c1	1.5%	-16	-1.2	2	9	-11	6	-7	7

Some of the compounds tested; count on the stated rates, not on these rows.
